Bioassay records (PubChem)
LDHA block: blocks human lactate dehydrogenase A | purified LDHA, NADH/diaphorase-resazurin fluorescence; hits give low values | P00338 | 0.15% of 480,000 active | AID 1347041 | activity change, % (values are at about 110 or 230 µM); in the data active = activity change below about -30%; inconclusive = mostly about -25% to -30%;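 also: plate controls were DMSO wells for no effect and wells without enzyme for full effect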
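Human LDH5 (2 nM) was incubated with 0.06 mM NADH and 0.2 mM pyruvate for 5 min at room temperature in Tris pH 7.4. Remaining NADH was coupled through diaphorase/resazurin, and resorufin fluorescence was read at 0 and 20 min.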
D2 antag: antagonists of human D2 dopamine receptor. 2% of 340,000 active. inhibition, % at 10 µM. HEK293 TREx D2 cells, calcium flux, dopamine EC80. P14416; in the data active = inhibition above about 30%; also: 0% is about no effect
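Compounds are added to dye-loaded, induced HEK293 T-REx cells coupled to calcium release via D2; after a 3 min kinetic read an EC80 dopamine stimulus is given and fluorescence is recorded for 3 more min.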
Vif-A3G inh: blocks the Vif interaction with human APOBEC3G; Potency, µM (doses to about 46.1 µM), for the others: top-dose activity, negative = active, most hits filed as inhibitors; HeLa A3G-eYFP + Vif (tagged APOBEC3G with the HIV-1 protein that degrades it), YFP fluorescence, overnight; 0.076% of 410,000 active;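 also: potency is read from the fitted curve at half-maximal effect; % is scaled to controls: 0 for no effect and ±100 for the full control effect; nearly all actives have a fitted effect of over 60% in size; hits raise eYFP signal because A3G escapes Vif-driven loss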
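HeLa cells stably expressing Vif and C-terminally eYFP-tagged A3G, seeded overnight at 37 deg C, then exposed to compound by pintool overnight at 37 deg C. Rise in yellow fluorescence (Ex 488/Em 500-530, Acumen) marks blocked Vif-driven A3G degradation.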
ALOX12 inh: inhibitors of human 12S-lipoxygenase ALOX12. P18054. purified 12hLO, xylenol orange hydroperoxide absorbance. Potency, µM (titrated, usually from 108 µM), for the others: at the highest dose activity change, negative = inhibition, most hits filed as inhibitors. 1.1% of 580,000 active. AID 1671190; also: potency is read from the fitted curve at half-maximal effect; % is scaled to controls: 0 for no effect and ±100 for the full control effect
Target sequence (P18054 whole entry, looked up): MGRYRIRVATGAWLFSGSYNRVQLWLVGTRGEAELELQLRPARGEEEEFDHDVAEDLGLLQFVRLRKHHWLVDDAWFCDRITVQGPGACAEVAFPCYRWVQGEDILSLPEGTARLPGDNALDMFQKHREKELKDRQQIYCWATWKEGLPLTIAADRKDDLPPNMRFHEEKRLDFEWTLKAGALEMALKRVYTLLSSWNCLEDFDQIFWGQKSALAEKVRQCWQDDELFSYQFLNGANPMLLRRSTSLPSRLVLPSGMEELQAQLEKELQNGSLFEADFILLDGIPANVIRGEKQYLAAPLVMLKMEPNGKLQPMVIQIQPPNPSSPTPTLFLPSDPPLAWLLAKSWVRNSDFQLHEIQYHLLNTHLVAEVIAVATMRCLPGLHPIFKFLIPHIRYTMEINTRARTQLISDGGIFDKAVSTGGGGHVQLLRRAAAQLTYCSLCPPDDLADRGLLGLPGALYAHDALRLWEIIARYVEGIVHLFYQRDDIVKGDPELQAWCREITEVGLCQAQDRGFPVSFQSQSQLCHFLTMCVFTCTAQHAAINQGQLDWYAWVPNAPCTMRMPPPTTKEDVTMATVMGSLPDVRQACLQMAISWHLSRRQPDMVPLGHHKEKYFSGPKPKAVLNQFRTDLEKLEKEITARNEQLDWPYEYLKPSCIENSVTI
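Purified human 12hLO (150 nM final) in 25 mM Hepes, 0.01% Triton X-100, pH 7.0 was preincubated 15 min at room temperature with compound. Then 40 uM arachidonic acid was added, 30 min. Hydroperoxide was read by Fe-XO absorbance ratio 573/405 nm.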
D2 ag: D2 dopamine receptor (human) agonism | HEK293 T-REx D2 cells, calcium flux agonist mode | 0.53% of 340,000 active | P14416 | AID 485358 | activation, % at 2 µM;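 active = activation over 3 SD above normal in the single-dose calcium agonist read, cut at about 30% in these data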; also: 0% is about no effect
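In this primary screen, compounds producing a positive calcium signal within 180 s of addition to tetracycline-induced, force-coupled HEK293 Trex D2 cells are flagged; cells are dye-loaded with a no-wash calcium kit beforehand.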
Vif-APOBEC3F blk: Vif-A3F binding inhibition; HeLa A3F-eYFP + Vif (tagged APOBEC3F with the HIV-1 protein that degrades it), YFP fluorescence increase; Potency, µM (highest dose often 46.1 µM), inactives show at the top dose activity, negative = active; 0.2% of 390,000 active; AID 602313; also: potency is read from the fitted curve at half-maximal effect; % of control where 0% means no effect; nearly all actives have a fitted effect of over 65% in size
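HeLa cells stably expressing Vif plus C-terminally eYFP-tagged A3F were seeded, incubated overnight at 37 deg C, dosed with compound, incubated overnight again at 37 deg C. Yellow fluorescence (Ex 488/Em 500-530) reported blocked Vif-mediated A3F-eYFP degradation.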
RGS4 inhibitor: blocks human RGS4-accelerated GTP hydrolysis; P49798; Transcreener GDP fluorescence polarization, RGS4-accelerated GTP hydrolysis; Potency, µM (series often up to 114 µM), for the others: at the highest dose activity change, negative = inhibition, actives largely listed as inhibitors; 0.039% of 390,000 active; AID 504845; also: potency is read from the fitted curve at half-maximal effect; % is scaled to controls: 0 for no effect and ±100 for the full control effect; nearly all actives have a fitted effect of over 75% in size; some results filed as inactive show a strong effect at the top dose
Target sequence (P49798 whole entry, looked up): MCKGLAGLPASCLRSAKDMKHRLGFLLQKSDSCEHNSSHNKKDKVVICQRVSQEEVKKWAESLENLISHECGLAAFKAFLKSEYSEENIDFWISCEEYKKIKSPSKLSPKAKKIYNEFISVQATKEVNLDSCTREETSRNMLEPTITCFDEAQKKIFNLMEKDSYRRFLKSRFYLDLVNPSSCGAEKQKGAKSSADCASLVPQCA
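MLSMR compounds (23 nl, pin-transferred) preincubated 10 min at room temperature with a 500nM (2x) first reagent, then RGS4 at 900nM (2x) plus Transcreener GDP mix added; fluorescence polarization (620/688 nm) read before and after 90 min at 30 °C.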
ERG Ets-DNA blk: blocks human ERG Ets domain binding to DNA; 0.028% of 370,000 active; P11308; Potency, µM (series often up to 76.9 µM), for the others: at the top dose FP activity, negative = inhibition, most hits filed as inhibitors; fluorescence polarization, His-ERG Ets domain / labelled DNA; active = well fitted inhibition curve with a large enough effect in the polarisation, with a control signal flat; inconclusive = small, poorly fitted or top-dose-only effect, or effect the other way, or a change in a side signal; inactive = no such curve, though single readings can be large or run the other way; the % refers to the polarisation;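 also: polarization taken with two DNA probes labelled with fluorescein and Texas red; potency is read from the fitted curve at half-maximal effect; % of control where 0% means no effect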
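His-tagged ERG Ets domain (1 uM in the protein solution; 300mM KCl, 50mM Tris-HCl, 1mM EDTA, 1mM DTT, pH 7.5) received compound, then a probe mix of 5 nM fluorescein-DNA and 100nM Texas-615-DNA. Fluorescence polarization was read for both dyes.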
GRP78 ERSR act: inducers of ER stress response in human glioma cells; U87-MG GRP78 promoter luciferase reporter, 16 h; Potency, µM, for inactives: at the top dose activation, usual class: activators; 0.02% of 420,000 active; AID 602332; also: potency is read from the fitted curve at half-maximal effect; series mostly up to about 76 µM; % of control where 0% means no effect; nearly all actives have a fitted effect of over 35% in size
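ERSR induction read as luciferase luminescence (Bright-Glo, 10 min at room temperature) in stably transfected human U87-MG glioma cells exposed to compounds for 16 h, using GRP78 as sensor.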
The depositor's hits bear a star; ? = inconclusive; . = not tested or not shown; & = joins results of further samples; [ ] = dose if it differs, or a comment. Unless noted, calls follow the shape of the dose curve; as a rule, active = well fitted curve in the direction sought with a large enough effect; inconclusive = small, poorly fitted or top-dose-only effect, or another doubt; inactive = no such curve, though single readings can be large; an effect the other way counts as inactive or inconclusive. The list is partial; count on the stated rates, not on these rows.

Order of results – RGS4 inhibitor	GRP78 ERSR act	D2 antag	ALOX12 inh	Vif-A3G inh	D2 ag	Vif-APOBEC3F blk	LDHA block	ERG Ets-DNA blk
- C[C@@H]1CN([C@@H](C)CO)C(=O)CCCn2nncc2CO[C@H]1CN(C)S(C)(=O)=O
 : .	-5%	.	?	-7%	.	5%	1	.
- CN(CCOc1ccccc1)C(=O)c1ccc(F)c(S(=O)(=O)N2CCOCC2)c1
 : -5%	-6%	-8	?	1%	0.3	-2%	-6	-3%
- O=[N+]([O-])c1cc2c(cc1/C=N/NS(=O)(=O)c1ccc(Br)cc1)OCO2
 : -35%	2%	-9	?	-13%	-0.5	3%	13	87%[activator]
- COc1ccc(OCCSc2nnc(-c3ccoc3C)n2C)cc1
 : 28%	-1%	2	0%	-1%	-1.1	-16%	-2	-1%
- CCOc1ccc(C2NC(=O)NC(C)=C2C(=O)OCc2ccccc2)cc1 (configuration not stated)
 : 13%	-9%	-2	23%	?	0.5	?	-2	-6%
- CC(=O)N1CCOc2cc(S(=O)(=O)NCc3ccc(C)cc3)c(Cl)cc21
 : -6%	-2%	.	0%	0%	-0.4	2%	5	0%
- COc1cc(OC)c(C2CC(=O)N3CN(c4ccc(C)cc4)CSC3=C2C#N)cc1OC (configuration not stated)
 : ?	2%	-13	7%	-8%	0.0	-1%	24	-1%
- CCOc1cccc(C(=O)NC(=S)NCc2cccnc2)c1
 : -18%	-4%	3	3%	-1%	-1.8	-4%	0	-7%
- Cc1ccccc1S(=O)(=O)Cc1ccc(C(=O)NCc2ccco2)o1
 : 0%[11.4 µM]	5%	-8	-7%	-5%	1.3	-2%	0	4%
- Cc1cccc(NC(=O)C2CCN(C(=O)N3CCOc4ccccc43)CC2)c1C
 : -4%	-3%	13	4%	3%	0.1	6%	1	2%
- CCOC(=O)N1CCN(C(=S)NC(C)(C)C)CC1
 : -28%	-4%	-3	0%	2%	0.1	-3%	-4	-3%
- O=C(C[n+]1cc(-c2ccccc2)n2c1CCC2)N1c2ccccc2Sc2ccccc21
 : -18%	-2%	37*	?	2%	64*	0%	-8	-1%
- CC(=O)Nc1cccc(C(=O)/C=C/c2ccco2)c1
 : -23%	3%	-11	?	-6%	1.5	8%	8	-6%
- CCOC(=O)N1CCC2(CC1)OC(=O)C(C)=C2C(=O)NCc1ccccc1OC
 : -15%	-2%	.	-19%	2%	-0.2	-1%	4	-2%
- COc1cccc(/C=C(/C(=O)OCC(N)=O)c2ccccc2)c1
 : 24%	-2%	-2	-18%	-1%	0.6	-15%	-4	5%
- Cc1cccc(NC(=O)CNC(=O)c2sc3ccccc3c2Cl)n1
 : -1%	4%	7	-5%	-15%	0.0	-10%	-9	-5%
- Cn1c(=NC(=O)C2CC2)sc2cccc(F)c21
 : 19%	4%	0	4%[57.4 µM]	-4%	-0.9	1%	-2	8%
- O=C1CC(N2CCC(O)CC2)C(=O)N1c1ccc(Br)cc1 (configuration not stated)
 : 16%	-4%	5	?	0%	-0.8	6%	-6	-2%
- Cc1csc2ncnc(N3CCN(C(=S)Nc4ccc(F)cc4F)CC3)c12
 : -7%	-5%	.	48%[activator]	0%	.	-4%	-6	6%
- CCOc1ccc(OCC)c(C2C(C#N)=C(N)N(c3cccnc3)C3=C2C(=O)CC(C)(C)C3)c1 (configuration not stated)
 : -10%	-2%	-2	-14%	-1%	-1.3	4%	-1	1%
- O=C(OCc1cc(=O)n2ccsc2n1)C1(c2ccccc2)CC1
 : .	1%	.	-10%	0%	.	-2%	0	.
- COc1ccccc1NC(=O)CSc1nnc(COc2ccccc2C)o1
 : -9%	0%	-1	-2%	2%	-0.5	-1%	-8	0%
- N#Cc1ccccc1CN1C(=O)NC2(CCCCCC2)C1=O
 : 11%	-1%	5	0%	7%	-0.4	-18%	-13	1%
- O=C(CSCc1ccccc1)Nc1ccc(F)cc1F
 : -2%	2%	.	5%	2%	.	-9%	-1	-1%
- O=S(=O)(NCCc1cn2ccsc2n1)c1ccc(Cl)cc1
 : -18%	-4%	.	-24%	-1%	0.4	-4%	1	-7%
- O=C(NCCNC(=O)c1ccccc1F)c1ccco1
 : 29%	1%	9	-14%	-1%	0.4	-7%	-7	-10%
- COc1cc(OC)c(NS(=O)(=O)c2cccc(C(=O)OCC(=O)NCC3CCCO3)c2)cc1Cl (configuration not stated)
 : -11%	1%	12	-28%	0%	2.5	6%	-3	-26%
- C=CCn1c(C)cc(C(=O)CN2C(=O)c3ccccc3C2=O)c1C
 : 13%	-10%	-12	-5%	1%	-0.1	-9%	-13	.
- O=C(Nc1ccc(Br)cc1F)N1CC=C(c2c[nH]c3ccccc23)CC1
 : 10%	-2%	.	?	?	.	-24%	4	2%
- CCCCn1nc(CC(=O)NCCN(CC)CC)c2ccccc2c1=O
 : 12%	-2%	-18	0%	0%	1.7	10%	-9	2%
- O=C(NCc1cccc(F)c1)C1CCC(=O)N(CCc2cccc(F)c2)C1 (configuration not stated)
 : 1%	0%	8	4%	1%	0.4	-20%	-2	-11%
- CCOC(=O)N1CCN(C(=O)c2cccc(F)c2)CC1
 : 24%[11.4 µM]	1%	-8	-2%	0%	-0.1	-1%	-4	58%[activator]
- COC(=O)c1ccc(CN2CCC(CO)(Cc3ccccc3Cl)CC2)cc1
 : 6%	-3%	0	-29%	0%	-0.3	-1%	-9	-2%
- Cc1ccc2nc3c(c(N)c2c1)CCN3c1ccccc1
 : 20%	-6%	4	?	1%	-1.1	-16%	-10	2%
- CCc1nnc(NC(=O)C2CCCN(C(=O)c3ccc(Cl)cc3)C2)s1 (configuration not stated)
 : 5%	1%	-3	190%[activator]	3%	-0.2	4%	0	7%
- O=C(CSc1nnc(-c2ccco2)n1CC1CCCO1)NC1CCCC1 (configuration not stated)
 : 10%	-2%	8	-17%	-1%	0.3	3%	0	-3%
- CCN(CC)S(=O)(=O)c1ccc(NC(=O)C2CCCN(C(=O)c3ccc(Cl)cc3)C2)cc1 (configuration not stated)
 : 36%	-6%	-3	?	4%	0.5	1%	4&-7	6%
- Cc1cc(F)ccc1NC(=O)CN(C)S(=O)(=O)c1ccc(C(=O)N2CCOCC2)s1
 : -2%	0%	.	-18%	5%	0.9	4%	-2	-4%
- CCCCN1C(=O)C(CC(=O)NCc2ccco2)CC(C(=O)N(C(C)C)C(C)C)=C1C (configuration not stated)
 : .	-2%	.	-4%	-2%	.	.	-6	.
- CCCCCNC(=O)c1ccc2c(c1)ncn2-c1ccc(OC)cc1
 : 8%	-1%	-4	30%	1%	-1.3	?	-2	-8%
- CCc1ccc(-n2c(=O)c3sc4ccccc4c3n(CC(=O)N3CCCC3)c2=O)cc1
 : 10%	-2%	.	-32%	-3%	.	-1%	-4	4%
- COCCn1c(SCC(=O)N2CCCC(C)C2)nnc1-c1ccco1 (configuration not stated)
 : 7%	-5%	6	2%	-3%	1.0	0%	-4	1%
- O=C(CCCN1C(=O)c2ccccc2C1=O)Nc1nc2ccccc2[nH]1
 : -25%	-3%	-11	-4%	0%	-0.3	4%	-10	9%
- COc1ccc(CCC(=O)NCCNC(=O)CCc2ccc(OC)cc2)cc1
 : 0%	-1%	14	-18%	-6%	0.6	2%	-10	2%
- COc1cccc(OCC(=O)Nc2nnc3n2CCS3)c1
 : 6%	-2%	.	3%	-3%	-0.8	4%	3	0%
- CN1C(=O)/C(=C/c2ccc(-c3ccccc3[N+](=O)[O-])o2)SC1=Nc1ccc(Cl)c(C(=O)O)c1
 : ?	-2%	8	?	-5%	-0.2	2%	22	2%
- CCc1ccc(C2=NNC(=Nc3c(C)n(C)n(-c4ccccc4)c3=O)SC2)cc1
 : -28%	-1%	-2	258%[activator]	-2%	0.2	2%	-2	-2%
- C=CC[C@H](CC(=O)N(CCO)Cc1ccccc1)C(=O)N[C@@H](COC(=O)[C@@H](CC=C)Cc1ccc(F)cc1)Cc1ccccc1
 : 0%	-1%	.	?	-2%	.	7%	5	6%
- CC1CC(C)CN(C(=O)CN2C(=O)NC(C)(C)C2=O)C1 (configuration not stated)
 : 15%	-2%	2	-28%	1%	0.2	4%	-7	3%
- Cc1ccc(S(=O)(=O)N2CCN(C(=O)Cc3ccccc3)CC2)cc1C
 : 16%	-3%	.	?	0%	.	2%	0&-7	13%
- CC(C)(C)c1ccc(S(=O)(=O)NCc2ccc(C(=O)NCc3ccccn3)cc2)cc1
 : 5%	-5%	-4	-19%	1%	0.6	-19%	-7	3%
- O=C(NC1CC1)c1ccc2snnc2c1
 : -24%	-4%	3	-1%	-2%	0.8	14%	-5	4%
- CC(Oc1ccccc1)C(=O)Nc1ccc(S(=O)(=O)N2CCOCC2)cc1 (configuration not stated)
 : 18%	0%	-44	-6%	0%	-0.5	-1%	-12	.
- COC(=O)[C@H](Cc1ccccc1)NC(=O)O[C@H]1C(=O)c2ccc(OC)cc2O[C@@H]1c1ccc2c(c1)OCO2
 : -17%	7%	12	.	-9%	-0.6	0%	-2	8%
- CCOC(=O)c1ccc(S(=O)(=O)N2CCN(C3CCCC3)CC2)cc1
 : 2%	-6%	-3	-12%	-1%	0.2	13%	-5	-11%
